14-3-3 Bad inh – disrupts binding of bovine 14-3-3 zeta to phospho-Bad peptide. 220,000 tested, 0.71% active. inhibition, % at 21.7 µM. P63103. TR-FRET 14-3-3zeta/Dy647-pBad peptide displacement, 1 h. AID 781;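 active means inhibition above about 70%, limit read from the data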;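 further: 0% = full 14-3-3 plus peptide FRET controls and 100% = background without 14-3-3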
Hck Nef HTS – human Hck-Nef kinase inhibition. 220,000 tested, 0.68% active. Recombinant Hck-YEEI plus Nef, Z-Lyte FRET kinase assay. P08631. AID 463187. inhibition, % at 20 µM;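 active means Hck-Nef kinase inhibition above about 50%, limit read from the data; inactive means inhibition below that limit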;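 further: 0% = DMSO with Hck plus Nef and 100% = Hck alone without Nef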
L929 necroptosis – blocks zVAD induced death of L929 cells | L929 zVAD necroptosis rescue, ATP luminescence, 24 h; with zVAD 60 µM | viability rescue, % at 10 µM | 220,000 tested, 0.38% active | AID 1377;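 active means activation, scaled between plate controls, above about 75%, limit read from the data; inactive means activation under that limit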;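 further: 0% = zVAD with DMSO and 100% = DMSO alone without zVAD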
EP2 mod – modulators of human EP2 prostaglandin E2 receptor; P43116; EP2-expressing cells, cAMP HTRF FRET, PGE2 co-stimulation; induction, % at 25 µM; 260,000 tested, 0.83% active;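 active means compounds whose cAMP rise, as percent of the full-agonist control response, exceeds 60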;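 further: rat C6 glioma line stably carrying human EP2 under a CMV promoter; the protocol text gives 20 µM as final concentration; 100% = response of wells given 1 µM PGE2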
Rad51 HR inh – blocks human Rad51 in homologous recombination; hRad51 DNA strand exchange, fluorescence dequenching; inhibition, % at 10 µM; AID 1385; 200,000 tested, 0.085% active; Q06609;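 active means inhibition above 40% at the single screening dose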;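 further: 0% = DMSO control wells and 100% = blanks with heterologous ssDNA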
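Assay system: Human Rad51 nucleoprotein filaments preassembled on unlabelled ssDNA | Reagent: Donor/quencher-labelled 47-bp dsDNA substrate | Doses: One concentration, 10 µM final | Times: 37 °C 15-min filament assembly, 30-min compound preincubation, 15-min exchange | Technique: Fluorescein emission 520 nm, excitation 485 nm | Benchmarks: Plate control and blank wells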
eIF4E 4G PPI – blocks eIF4E binding to eIF4G; inhibition, % at 21.7 µM; 220,000 tested, 0.37% active; P63073+Q04637; TR-FRET eIF4E-eIF4GI(517-606) binding, 2 h;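 active means inhibition above about 30%, limit read from the data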;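 further: 0% = full FRET control wells and 100% = background wells lacking eIF4GI fragment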
Target sequence (P63073 whole entry, looked up, the tested form may be a part): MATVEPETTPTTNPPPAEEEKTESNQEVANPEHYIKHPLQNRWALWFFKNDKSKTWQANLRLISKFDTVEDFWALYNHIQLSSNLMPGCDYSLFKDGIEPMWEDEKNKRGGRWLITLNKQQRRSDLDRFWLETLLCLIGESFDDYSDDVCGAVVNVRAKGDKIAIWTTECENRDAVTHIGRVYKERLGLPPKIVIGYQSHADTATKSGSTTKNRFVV
Target sequence (Q04637 whole entry, looked up, the tested form may be a part): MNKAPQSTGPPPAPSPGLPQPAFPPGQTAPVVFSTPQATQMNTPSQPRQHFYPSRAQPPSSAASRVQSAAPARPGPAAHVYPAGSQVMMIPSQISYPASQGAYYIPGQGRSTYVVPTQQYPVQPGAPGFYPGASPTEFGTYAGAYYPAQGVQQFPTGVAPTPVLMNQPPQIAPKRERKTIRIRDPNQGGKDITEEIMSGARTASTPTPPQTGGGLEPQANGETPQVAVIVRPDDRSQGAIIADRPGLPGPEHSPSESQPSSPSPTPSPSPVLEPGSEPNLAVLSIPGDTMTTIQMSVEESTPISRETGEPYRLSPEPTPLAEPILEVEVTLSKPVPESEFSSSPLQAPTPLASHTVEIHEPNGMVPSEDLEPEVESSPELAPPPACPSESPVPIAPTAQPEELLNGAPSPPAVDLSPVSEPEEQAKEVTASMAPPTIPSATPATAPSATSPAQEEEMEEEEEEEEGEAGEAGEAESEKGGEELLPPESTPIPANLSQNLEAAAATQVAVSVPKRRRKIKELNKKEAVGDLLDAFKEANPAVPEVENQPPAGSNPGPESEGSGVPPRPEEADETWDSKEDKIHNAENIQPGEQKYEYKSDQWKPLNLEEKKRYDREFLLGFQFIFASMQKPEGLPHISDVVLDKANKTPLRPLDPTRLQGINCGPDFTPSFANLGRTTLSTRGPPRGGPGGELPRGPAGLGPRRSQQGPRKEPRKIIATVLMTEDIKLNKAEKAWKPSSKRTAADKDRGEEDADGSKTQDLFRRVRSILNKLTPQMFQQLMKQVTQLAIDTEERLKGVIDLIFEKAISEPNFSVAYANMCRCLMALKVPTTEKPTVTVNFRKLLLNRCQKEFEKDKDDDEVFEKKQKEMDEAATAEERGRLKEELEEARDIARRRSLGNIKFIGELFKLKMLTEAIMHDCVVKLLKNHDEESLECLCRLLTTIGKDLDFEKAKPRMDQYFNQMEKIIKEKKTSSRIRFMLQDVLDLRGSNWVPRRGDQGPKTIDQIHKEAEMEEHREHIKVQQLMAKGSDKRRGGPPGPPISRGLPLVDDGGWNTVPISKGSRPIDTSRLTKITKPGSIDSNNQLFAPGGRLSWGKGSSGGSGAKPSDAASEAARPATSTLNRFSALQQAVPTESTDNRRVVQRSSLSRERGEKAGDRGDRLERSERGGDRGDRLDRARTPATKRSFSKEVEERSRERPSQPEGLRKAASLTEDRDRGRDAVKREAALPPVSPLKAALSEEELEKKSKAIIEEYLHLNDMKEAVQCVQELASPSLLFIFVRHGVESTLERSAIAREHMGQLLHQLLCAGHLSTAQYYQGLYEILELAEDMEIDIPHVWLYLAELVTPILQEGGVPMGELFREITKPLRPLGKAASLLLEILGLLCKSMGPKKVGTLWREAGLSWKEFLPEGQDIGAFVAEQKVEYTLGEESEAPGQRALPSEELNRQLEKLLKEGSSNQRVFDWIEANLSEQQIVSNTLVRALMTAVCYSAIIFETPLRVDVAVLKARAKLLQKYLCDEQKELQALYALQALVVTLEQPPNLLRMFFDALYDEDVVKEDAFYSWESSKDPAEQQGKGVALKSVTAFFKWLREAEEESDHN
Calpain2 inh – calpain II (pig) inhibition; 220,000 tested, 0.37% active; purified calpain II, fluorogenic peptide substrate, 30 min; inhibition, % at 16 µM;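 active means inhibition above about 50%, limit read from the data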
PGE2 EP2 inh – EP2 receptor (human) inhibition | 260,000 tested, 0.52% active | inhibition, % at 25 µM | C6 glioma cells expressing human EP2, cAMP TR-FRET; cells stimulated with saturating PGE2 | P43116;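 active means percent inhibition above 40 after rounding to a whole number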;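 further: rat C6 glioma host cells with rolipram phosphodiesterase inhibitor present; the protocol text gives 20 µM as final concentration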
Tb hexokinase – T. brucei hexokinase 1 inhibition | AID 1430 | inhibition, % at 10 µM | 220,000 tested, 0.11% active | recombinant TbHK1, G6PDH-coupled NADH A340;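 active means inhibition of 50% or more in the single-dose primary screen; inactive means inhibition below 50%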
Numbers without * were called inactive; i = inactive; / = no result given; & = joins results of further samples; [ ] = another dose, or the depositor's remark.

Below each SMILES: 14-3-3 Bad inh	Hck Nef HTS	L929 necroptosis	EP2 mod	Rad51 HR inh	eIF4E 4G PPI	Calpain2 inh	PGE2 EP2 inh	Tb hexokinase
O=C(COC(=O)c1ccccc1O)Nc1ccc(S(=O)(=O)N2CCCCC2)cc1
→ -9	20	6.2	-29	15	2	6	3	2
Cc1ccc(NC(=O)c2ccc3c(c2)C(=O)N(Cc2cccnc2)C3=O)c(C)c1
→ 1	-4	1.2	10	8	-1	-22	11	-16
Cc1ccc(C)c(NC(=O)C(Sc2nncn2C)c2ccccc2)c1 (stereo not given)
→ 7	2	-0.4	8	-4	0	-12	6	0
Cc1ccc(N)c(C(=O)CCCCC(=O)O)c1
→ -7	-2	3.0	21	-2	6	-28	6	-7
COc1cc(/C=C/C(=O)N2c3ccccc3Sc3ccc(C(F)(F)F)cc32)cc(OC)c1OC
→ 4	2	1.5	5	17	8[fluorescence artefact?]	14	8	-35
COCCNC(=O)c1ccccc1NC(=O)c1ccccc1N(C)S(=O)(=O)c1ccccc1
→ -7	0	0.2	-3	-17	10	15	11	8
Cc1ccc(/C=C/C(=O)Nc2ncc(C)s2)o1
→ -11	-1	8.6	14	-10	1	-46	15	-6
COc1ccc(C(=O)Cn2nnc(-c3ccccc3-n3cnnn3)n2)cc1
→ 3	2	1.0	-29	5	6	15	7	1
COc1cc(NC(=S)N2CCN(c3ccccn3)CC2)cc(OC)c1OC
→ -5	14	-0.3	1	/	0	-6	6	-4
COCCNC(=O)/C(C#N)=C/c1cccc(OCc2ccccc2)c1
→ -6	3	0.7	-22	-4	-3	-9	15	0
O=c1[nH]c2cc3c(cc2cc1C(c1nnnn1CC1CCCO1)N1CCCCCC1)OCCO3 (stereo not given)
→ 10	36	0.1	15	/	8	-26	12	-31
O=C(NCCO)c1cccc(Nc2nc(-c3ccccc3)c3cc(Cl)ccc3n2)c1
→ 15	1	0.1	3	-1	4[fluorescence artefact?]	-88	6	-17
O=c1cccccc1NN=C1CCCCCC1
→ -14	21	0.3	-5	/	-1	7	11	-34
COc1cc(/C=N/NC(=O)NC2CCCCC2)cc(OC)c1O
→ -1	17	0.5	-6	12	-8	-22	12	-22
CN(C)S(=O)(=O)c1cc(NC(=O)CN2CCOCC2)ccc1Cl
→ -4	15	1.0	-1	-2	-2	-13	6	-3
CCOC(=O)N1CCC(NC(=O)CN2C(=O)C(CC)Oc3ccc(C)cc32)CC1 (stereo not given)
→ 1	-1	2.4	11	1	0	6	7	-2
N#Cc1nc(-c2ccc(Cl)cc2)oc1NCC1CCCO1 (stereo not given)
→ -7	-8	1.1	-53	-1	-3	i	7	-17
Cc1cc(C)n2nc(SCC(=O)c3ccccc3)nc2n1
→ 10	10	-0.2	-7	7	1	-1	9	-4
CCCn1c(N)c(C(=O)CSc2nnc(C3CC3)n2Cc2ccccc2)c(=O)[nH]c1=O
→ 5	6	1.6	17	/	-2	-6	11	2
Cc1oc(-c2ccoc2)nc1CN(CC1CCC(=O)N1)C(C)C (stereo not given)
→ -8	22	0.9	13	-3	-2	-35	2	-1

Another view of 3 compounds above.
O=C(COC(=O)c1ccccc1O)Nc1ccc(S(=O)(=O)N2CCCCC2)cc1
  14-3-3 Bad inh: -9
  Hck Nef HTS: 20
  L929 necroptosis: 6.2
  EP2 mod: -29
  Rad51 HR inh: 15
  eIF4E 4G PPI: 2
  Calpain2 inh: 6
  PGE2 EP2 inh: 3
  Tb hexokinase: 2

Cc1ccc(NC(=O)c2ccc3c(c2)C(=O)N(Cc2cccnc2)C3=O)c(C)c1
  14-3-3 Bad inh: 1
  Hck Nef HTS: -4
  L929 necroptosis: 1.2
  EP2 mod: 10
  Rad51 HR inh: 8
  eIF4E 4G PPI: -1
  Calpain2 inh: -22
  PGE2 EP2 inh: 11
  Tb hexokinase: -16

Cc1ccc(C)c(NC(=O)C(Sc2nncn2C)c2ccccc2)c1 (stereo not given)
  14-3-3 Bad inh: 7
  Hck Nef HTS: 2
  L929 necroptosis: -0.4
  EP2 mod: 8
  Rad51 HR inh: -4
  eIF4E 4G PPI: 0
  Calpain2 inh: -12
  PGE2 EP2 inh: 6
  Tb hexokinase: 0

(continued)
Below each SMILES: 14-3-3 Bad inh	Hck Nef HTS	L929 necroptosis	EP2 mod	Rad51 HR inh	eIF4E 4G PPI	Calpain2 inh	PGE2 EP2 inh	Tb hexokinase
COc1ccc(C2c3c(n[nH]c3C)CC(C)(O)C2C(C)=O)cc1OC (stereo not given)
→ 2	-1	2.0	20	3	4	-12	10	-7
CCOC(=O)N1CCN(C(=O)CN(c2ccc(OCc3ccccc3)cc2)S(C)(=O)=O)CC1
→ 8	0	-0.3	19	-1	0	14	4	1
Cc1ccc(-c2cn3cccnc3n2)cc1NC(=O)c1ccc(Br)o1
→ 7	1	-0.7	1	-4	8	-489	0	-29
CC(C)NC(=O)c1cc(-n2cnnc2)ccc1Cl
→ -10[fluorescence artefact?]	1	0.4	-5	1	-2	12	6	-5
CC(NC(=O)c1cc2ccccc2o1)C(=O)O (stereo not given)
→ 15	0	0.0	8	14	23	10	11	6
COC(=O)CCC(=O)CN
→ 1	-7	0.4	10	-14	-3	-2	13	-6
O=C(Nc1nc(-c2ccc(Cl)s2)cs1)c1ccccc1
→ 0	2	0.9	-33	3	-4	-35	29	1
N#CC1=C(SCc2ccccc2)NC(=O)CC1c1ccco1 (stereo not given)
→ 1	0	-0.3	0	-9	7	-13	1	8
N#CCCN(C(=O)COC(=O)c1ccc2c(=O)n3c(nc2c1)CCC3)c1ccc(F)cc1
→ 8	-37	2.3	-3	6	7	-9	14	-5
Cc1cccc(NC(=O)[C@H](Cc2ccccc2)NC(=O)OCc2ccccc2)c1
→ 0	-1	0.8	24	-15	-6	34	4	34
O=C(NCc1ccccc1)C1CCC(CNc2c(N3CCCCC3)c(=O)c2=O)CC1 (stereo not given)
→ -9	-5	/	-1	/	3	-6	12	0
CCCCCCCCCCC(=O)Nc1cccnc1
→ -7	17	5.1	10	0	0	-12	14	3
O=c1c(Sc2ccccc2)c(C(F)(F)F)[nH]n1-c1ccccc1
→ 28	-25	0.1	29	3	-7	-7	3	-2
O=C(Nc1cccc(S(=O)(=O)Nc2ccccc2F)c1)c1ccc2ccccc2n1
→ 1	26	3.0	-67	8	8	-93	11	30
CC1(C)CC(=O)c2c(oc3cc(O)c(O)cc23)C1
→ 1	-2	1.0	-19	-6	3	-4	0	-2
Cc1ccc(OCc2nnc(SCC(=O)Nc3ccc4c(c3)OCO4)n2C)cc1
→ 4	0	-0.3	-4	-1	4	11	11	0
COc1ccccc1N1C(=O)N(C(C)=O)C2C1Nc1ccccc1N2C (stereo not given)
→ 11	1	1.5	-12	-21	-1	6	18	5
CCN(CC)C(=O)N1CCN(C(=O)N2CCOCC2)CC1
→ -8	16	-0.3	-4&-6	0	3	-11	8&4	-2
Cc1ccc(CNC(=O)CCC2CCCN(C(=O)c3ccc4c(c3)OCO4)C2)o1 (stereo not given)
→ -9	-11	-1.1	8	-6	0	2	6	-1
O=S(=O)(O)c1nc2ccccc2n1Cc1ccc(Cl)cc1
→ 70[fluorescence artefact?]	3	2.6	15	-1	-7	-18	10	15
Cc1ccc(CNC(=O)C2CC(c3ccccc3[N+](=O)[O-])=NO2)o1 (stereo not given)
→ 4	0	0.2	5	0	-2	-14	8	1
COc1cc(C2NC(=S)NC(c3ccccc3)=C2C(C)=O)ccc1O (stereo not given)
→ -3	14	-1.1	16	-21	1	-8	3	-32
COc1ccc(/C=C/C(=O)NCCOc2ccc(C)cc2)cc1
→ 13[fluorescence artefact?]	9	0.5	-90	16	1	-3	12	0
C[C@@H](CN1C2=NC[C@H](C)N2C[C@H]1Cc1ccc(O)cc1)NC(=O)CCC1CCCCC1
→ -3	2	-0.9	-6	-7	-1	-14	17	-4
CCN(CC)C(=S)NCCc1ccccc1
→ -5	17	0.3	-13	-21	3	-6	14	-2
Cc1ccc(-c2nnc(SCC(C)C)n2C)cc1
→ -4	-1	1.7	-13	-1	-8[fluorescence artefact?]	-6	2	3
CCN(CC)c1ccc([N+](=O)[O-])cc1C(=O)N1CCOCC1
→ 6	-21	1.2	17	10	1	8	4	-10
NC(=O)C(CC(=O)O)NC(=O)[C@@H]1CCOc2c(I)cc([N+](=O)[O-])cc2C(=O)N[C@@H](CCC(=O)O)C(=O)N[C@@H](CO)C(=O)N1 (stereo not given in full)
→ 9	0	2.5	25	-5	6[fluorescence artefact?]	-2	7	-3
O=C(CC12CC3CC(CC(C3)C1)C2)NCCN1CCOCC1
→ -8	9	0.2	21	-1	2	-2	7	3
O=C(c1ccccc1F)N1CCN(c2ccc([N+](=O)[O-])c(NCC3CCCO3)c2)CC1 (stereo not given)
→ -2	0	0.6	-41	/	0	27	4	-9
CCOCCCN1C(=O)CN(C2CCCCC2)C(=O)C1c1ccc(OCC)c(OC)c1 (stereo not given)
→ 5	3	-0.3	11	-6	-5	12	8	36
CCN(CC)S(=O)(=O)c1cccc(C(=O)OCC(=O)NC(C)c2ccccc2)c1 (stereo not given)
→ -8	25	5.2	18	12	1	12	3	0
Cc1ccc2[nH]c(=O)c(C(c3nnnn3C(C)(C)C)N3CCN(C(=O)c4ccco4)CC3)cc2c1 (stereo not given)
→ 7	1	0.5	-6&5	-6	14	-20	9&2	-16
CCn1c(SCC(=O)O)nc2ccccc21
→ 3	26	1.4	7	-4	5	0	8	4
O=C1CCCC2=C1C1(O)C(=O)c3ccccc3C1(O)O2 (stereo not given)
→ 10	-1	0.3	-6	-1	5	30	6	8
CC(=O)Nc1ccccc1Sc1ccc2c3c(cccc13)C(=O)N(c1ccc(C)cc1)C2=O
→ 43	9	-0.3	23	-9	-4[fluorescence artefact?]	-36	9	12
O=C(O)CCSc1nc2ccccc2n1CCOc1ccccc1
→ -1[fluorescence artefact?]	-1	1.6	-5	2	4[fluorescence artefact?]	-32	6	-8
CC(NC(=O)COC(=O)c1cc(NS(=O)(=O)c2ccc(Cl)c([N+](=O)[O-])c2)ccc1O)C1CC2CCC1C2 (stereo not given)
→ -17[fluorescence artefact?]	1	-0.1	-40	1	14	-34	7	4
Cc1nc(NC(=O)/C=C/c2ccccc2)sc1C(=O)Nc1ccccc1
→ 5	1	0.0	-9	9	0	-19	3	-15
CCCCC(=O)NC(=O)NC(c1ccccc1)c1ccccc1
→ 1	5	0.2	4	11	2	10	10	9
Cc1cc(C)cc(NCc2cc(=O)oc3cc(-c4ccccc4)c(O)cc23)c1
→ -8[fluorescence artefact?]	3	1.5	-3	-3	1[fluorescence artefact?]	-10	2	-8
CCOC(=O)CC(NC(=O)c1cc2cc(Br)ccc2oc1=O)c1cccc([N+](=O)[O-])c1 (stereo not given)
→ 2	3	0.3	33	/	6[fluorescence artefact?]	43	-1	-3
O=C1CCCc2sccc2N1
→ 12	0	2.6	12	-5	-18	30	6	-4
CC[n+]1c(C)sc2c3ccsc3ccc21
→ -5	18	1.2	-18	-3	0	-12	6	0
CN(CC(=O)N1CCN(c2cccc(Cl)c2)CC1)S(=O)(=O)c1cccs1
→ -12	2	1.0	-21	0	-11	-20	23	-6
Cn1c(=O)c(=O)n(C)c2cc(S(=O)(=O)N3CCN(c4ccc(F)cc4)CC3)ccc21
→ -2	-2	/	13	/	3[fluorescence artefact?]	16	5	5
CCOC(=O)C1CCN(C(=O)COc2ccc(S(=O)(=O)NC(C)(C)C)cc2)CC1
→ -1	0	0.2	0	-3	1	0	8	-1
CC(C)Oc1cccc(OCCN2C(=O)c3ccccc3C2=O)c1
→ -9	-3	0.8	38	2	-7	8	6	0
CCOc1ccc(NC(=O)c2sc(N3CCOCC3)nc2-c2ccccc2)cc1
→ -15[fluorescence artefact?]	-1	0.1	15	3	1	-10	7	-7
O=C(CSc1nnc(Cc2cc(=O)[nH]c(=O)[nH]2)n1-c1ccccc1)N1CCCCC1
→ 5	1	0.9	18	-5	0	-2	6	-5

An excerpt (hit frequency here may not be typical).
